Screening results (PubChem)
Rev-erbA mod: modulators of Rev-erb alpha DNA binding, primary screen, biochemical, FITC-DNA, fluorescence polarization, uHTS. Rev-erbα–FITC-DNA binding, 90 min. Nuclear receptor subfamily 1 group D member 1 (Homo sapiens), P20393. activity, % at 10 µM. hit rate 0.79% among 370,000;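 active means activity above about 14%, limit read from the data; passing the limit was not always enough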;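 further: 0% = DMSO wells with 35 nM protein and 100% = DMSO wells with 750 nM protein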
Target sequence (P20393 whole entry, looked up): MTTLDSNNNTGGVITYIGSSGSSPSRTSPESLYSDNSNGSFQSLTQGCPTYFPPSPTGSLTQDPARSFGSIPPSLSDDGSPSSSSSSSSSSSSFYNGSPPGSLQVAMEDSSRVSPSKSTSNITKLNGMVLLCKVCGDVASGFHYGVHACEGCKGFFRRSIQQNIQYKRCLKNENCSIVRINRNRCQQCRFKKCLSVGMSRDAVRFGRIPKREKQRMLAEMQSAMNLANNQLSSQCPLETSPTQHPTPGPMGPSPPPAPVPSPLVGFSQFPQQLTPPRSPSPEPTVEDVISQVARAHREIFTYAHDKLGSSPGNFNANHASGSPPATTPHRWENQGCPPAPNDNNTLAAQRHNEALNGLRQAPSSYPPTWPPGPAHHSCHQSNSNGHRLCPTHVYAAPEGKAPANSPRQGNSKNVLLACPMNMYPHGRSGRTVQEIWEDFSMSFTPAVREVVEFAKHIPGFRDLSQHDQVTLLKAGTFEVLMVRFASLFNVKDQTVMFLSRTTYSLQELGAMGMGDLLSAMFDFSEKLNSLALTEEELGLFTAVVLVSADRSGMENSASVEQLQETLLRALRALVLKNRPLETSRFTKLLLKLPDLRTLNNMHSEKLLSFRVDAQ
SMARCA2 act: SMARCA2 (BRM) function activators, primary screen, cell-based, luminescence, high throughput; MG213 cells, MMTV-luciferase reporter, dexamethasone, overnight; activation, % at 9.1 µM; hit rate 1% among 370,000; in the data active means activation above about 7.8%;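 further: 0% = vehicle wells and 100% = reference activator wells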
PG9 Ab binder: binders of HIV-1 gp120 antibody PG9, primary screen, biochemical, TR-FRET | TR-FRET gp120-PG9 antibody binding | AID 624416, 2012 | inhibition, % at 6.7 µM | HIV-1 gp120 / PG9 antibody interaction | hit rate 0.43% among 360,000; in the data active means inhibition above about 8.5%
rCAG binder: binders of r(CAG) RNA repeats, primary screen, biochemical, fluorescence | r(CAG) RNA repeat, TO-PRO-1 dye displacement fluorescence | inhibition, % at 3 µM | hit rate 1.3% among 370,000 | AID 651821, 2012;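 active means inhibition above the plate cutoff, the mean of all test compounds on that plate plus 3 SD, cut at about 35% in these data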;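 further: 0% = DMSO alone and 100% = 100 µM mitoxantrone as full dye displacement; higher means more dye released from RNA so lower well fluorescence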
NPR2 activator: human GC-B receptor activators, primary screen, HEK293 GC-B cells, cGMP TR-FRET, EC30 CNP | Atrial natriuretic peptide receptor 2 (Homo sapiens), P20594 | 0% at EC30 CNP, 100% saturating CNP | activation, % at 10 µM | AID 1920062, 2024 | hit rate 0.11% among 370,000;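 active means activation at 10 µM reaching about 35% in either raw or pattern-adjusted values, limit read from the data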
ASAP1 inh: inhibitors of human ASAP1 ArfGAP activity, primary screen, biochemical, fluorescence polarization; ASAP1-stimulated ARF1 GTP hydrolysis, GDP FP detection; inhibition, % at 16.5 µM; hit rate 0.19% among 360,000; AID 624377, 2012; in the data active means inhibition above about 25%;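 further: 0% = vehicle with enzyme and substrate and 100% = no enzyme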
HTRA1 inh: HTRA1 serine protease inhibitors, primary screen, biochemical, fluorescence polarization, HTS | inhibition, % at 5.96 µM | hit rate 0.5% among 340,000 | recombinant HTRA1, FP-rhodamine activity-based probe | Q92743; in the data active means inhibition above about 36%;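 further: 0% = enzyme with DMSO and 100% = wells lacking enzyme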
ARFGAP1 inh: inhibitors of rat ARFGAP1 GAP activity, primary screen, biochemical, fluorescence polarization, GDP tracer; ADP-ribosylation factor GTPase-activating protein 1 (Rattus norvegicus), Q62848; hit rate 0.26% among 360,000; Arfgap1-stimulated ARF1 GTP hydrolysis, GDP FP detection; AID 651572, 2012; inhibition, % at 16.5 µM;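 active means inhibition above a per-plate limit, mean inhibition of low control wells plus 3 SD, cut at about 25% in these data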;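 further: 0% = DMSO wells with enzyme and 100% = wells lacking Arfgap1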
Target sequence (Q62848 1-136 limits assumed): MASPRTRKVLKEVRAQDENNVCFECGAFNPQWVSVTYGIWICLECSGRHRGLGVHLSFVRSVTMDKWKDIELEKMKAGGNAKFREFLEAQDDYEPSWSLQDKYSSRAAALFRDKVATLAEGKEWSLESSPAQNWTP
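Repeats: one replicate per compound; assay system: rat Arfgap1 catalytic domain, aa 1-136; times: enzyme reaction 120 min at 25 °C after 20 min preincubation; detection: FP of antibody-bound GDP Alexa 633 tracer, ex 620/em 688 nm; benchmarks: high control wells lacking Arfgap1, low control full reaction with DMSO; reagent: human ARF1(Δ1-17)-GTP substrate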
mABHD4 FP: ABHD4 inhibitors, primary screen, biochemical, fluorescence polarization, mouse; AID 720543, 2013; inhibition, % at 8.92 µM; purified mABHD4, FP-Rh probe fluorescence polarization; (Lyso)-N-acylphosphatidylethanolamine lipase (Mus musculus), Q8VD66; hit rate 0.54% among 370,000;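 active means inhibition exceeding the mean over every tested compound plus 3 SD, cut at about 30% in these data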;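 further: 0% = plate median of compound wells and 100% = S159A mutant with DMSO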
Target sequence (Q8VD66 whole entry, looked up): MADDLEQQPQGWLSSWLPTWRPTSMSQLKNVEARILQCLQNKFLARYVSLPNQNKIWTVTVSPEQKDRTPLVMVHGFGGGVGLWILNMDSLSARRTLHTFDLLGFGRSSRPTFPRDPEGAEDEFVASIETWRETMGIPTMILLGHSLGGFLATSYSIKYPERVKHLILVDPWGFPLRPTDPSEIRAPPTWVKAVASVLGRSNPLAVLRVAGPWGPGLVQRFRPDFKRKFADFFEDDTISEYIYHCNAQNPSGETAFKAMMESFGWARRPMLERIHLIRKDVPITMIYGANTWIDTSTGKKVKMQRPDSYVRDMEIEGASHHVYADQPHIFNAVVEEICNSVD
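Test system: mABHD4 protein; Read-out basis: % inhibition; Incubation: 45 min + 60 min at 25 °C; Repeats: single replicate; Technique: fluorescence polarization with parallel and perpendicular emission, 525/598 nm; Compound: 8.92 µM, single dose; Benchmarks: full inhibition S159A mutant plus DMSO, zero as sample-well median.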
NPR1 activator: GC-A stimulated cGMP production enhancers – HEK293 GC-A cells, cGMP TR-FRET, EC30 ANP, primary screen. hit rate 0.14% among 370,000. Atrial natriuretic peptide receptor 1 (Homo sapiens), P16066. activation, % at 10 µM. 0% at EC30 ANP, 100% saturating ANP. AID 1671463, 2021; in the data active means activation above about 40%
An asterisk follows results filed as active; / = no result given; & = joins results of further samples.

Screens in order: Rev-erbA mod	SMARCA2 act	PG9 Ab binder	rCAG binder	NPR2 activator	ASAP1 inh	HTRA1 inh	ARFGAP1 inh	mABHD4 FP	NPR1 activator
#1 COc1cccc(Oc2ccc(C(F)(F)F)cc2NC(=O)CN2C(=O)NC3(CCCC3)C2=O)c1
 : -1	-1	-2.2	2	3	12	0	-3	6	-4
#2 Cc1cccc(Cn2c(NCCO)nc3c2c(=O)n(C)c(=O)n3C)c1
 : /	-5	-0.3	-4	/	-3	7	13	1	/
#3 Cc1cc(C)c(S(=O)(=O)N2CCN(C(=O)N3CCOCC3)CC2)c(C)c1
 : 4	2	-1.3	-7	3	-3	2	-5	4	5
#4 COc1cc(/C=N/NC(=O)C(=O)NCc2cccnc2)ccc1O
 : 3	-4	-0.1	0	2	3	0	-9	-2	-2
#5 CC(C)CCNC(=O)CSc1nc2ccsc2c(=O)n1NC(=O)c1ccccc1
 : -1	0	0.1	4	3	2	11	3	0	6
#6 CSc1nc2ccccc2n1C(=O)Oc1ccccc1
 : 7	-2	0.1	1	-4	-5	-1	6	4	7
#7 CN(C)CCCNC(=O)C[C@H]1C[C@H](C(=O)N2CCCCC2)[C@@]2(C)c3[nH]c4ccc(Cl)cc4c3CCN2C1=O
 : -6	3	-0.9	6	-7	3	0	9	1	-1
#8 CS(=O)(=O)c1ccc2nc(NC(=O)CCN3C(=O)c4ccccc4C3=O)sc2c1
 : -1	4	-1.1	1	1	6	4	10	-6	2
#9 C#CC1(O)CCCC2C3CCC4CC(OC(C)=O)CCC4(C)C3C(=O)CC21C (configuration not stated)
 : -3	-2	-0.5	-1	-1	-10	-6	1	0	-4
#10 Cc1cc(N2CCOCC2)n2cc(-c3ccc(F)cc3)nc2n1
 : 2	0	2.1	-2	1	9	0	18	5	1
#11 CC(=O)Nc1ccc(NC(=O)C(=O)NCC(c2ccco2)N2CCc3ccccc3C2)cc1 (configuration not stated)
 : -7	6	-2.3	9	2	11	-11	3	5	-3
#12 Cc1cccc(C(=O)Nc2cc(S(=O)(=O)N3CCOCC3)ccc2N2CCCCC2)c1
 : -4	-2	-0.7	1	-2	-6	-39	-6	-8	-3
#13 O=C(NNC(=O)C1CC2CCC1C2)c1ccccc1 (configuration not stated)
 : 1	-2	-1.2	-1	2	8	-1	6	3	4
#14 CS(=O)(=O)NNC(=O)c1cc2cc3ccccc3nc2s1
 : 0	-2	-2.6	0	-1	6	1	8	-1	-5
#15 CCc1nc2ccc(C(=O)N3CCN(S(=O)(=O)CC)CC3)cn2c1N(CCC(C)C)CCN(C)C
 : 0	-5	-2.2	-2	-4	-5	/	8	8	-1
#16 C[C@@H]1CCCCO[C@H](CN(C)Cc2ccc(Cl)c(Cl)c2)[C@@H](C)CN([C@H](C)CO)C(=O)c2cc(N(C)C)ccc2O1
 : -2	-1	-0.4	6	-6	1	3	-3	7	-3
#17 CC(=O)c1ccc(NC(=O)c2ccccc2Sc2ncnc3sc(C)c(C)c23)cc1
 : -1	-1	-1.1	3	3	10	-14	1	3	-2
#18 CCOc1ccc(-c2cnc3ccccc3n2)cc1
 : -4	0	-1.2	-5	-9	12	0	0	-4	2
#19 O=C(CCn1nc(-c2ccccc2)ccc1=O)N1CCN(c2ccccc2)CC1
 : 0	-2	-2.7	0	-3	-11	4	-9	4	-6
#20 CCOC(=O)Nc1ccc2c(CN3C(=O)NC4(CCCC4)C3=O)cc(=O)oc2c1
 : 4	1	0.6	10	-2	8	-24	7	-15	4
#21 O=C(NCCN1CCOCC1)c1cccc(S(=O)(=O)N2CCCCCC2)c1
 : 6	-3	-0.5	-2	1	-10	1	2	-1	-4
#22 CCOC(=O)c1c(C)oc2c1c(C(c1ccccc1)N1CCOCC1)c(O)c1ccccc12 (configuration not stated)
 : -4	4	-1.1	8	-8	3	-4	3	19	-4
#23 CC(C)CNC(=S)NNC(=O)c1csc2c1CCCC2
 : -4	-4	1.1	3	-2	2	-6	0	8	1
#24 CC(/C=C/c1ccccc1)=N/NC(=O)c1cnccn1
 : -2	3	-0.9	3	2	-4	1	-2	7	3
#25 CC(=O)NC1CSCC1OC(C)=O (configuration not stated)
 : 2	1	1.0	-1	3	-2	-1	-6	3	-5
#26 c1ccc(-c2nnc(OCc3cccnc3)c3ccccc23)cc1
 : 0	-3	-2.3	-8	-7	0	11	6	-4	-9
#27 COc1ccc(NC(=O)CN(C)C(=O)CC2CCCCC2)cc1
 : -2	1	-0.6	-3	1	4	-5	5	3	1
#28 COCCC(=O)N1CCCC(N2CCN(c3ccc(F)cc3)CC2)C1 (configuration not stated)
 : -4	2	2.0	-6	-2	1	1	7	-8	4
#29 CC(=O)OC(C)C[N+](C)(C)C (configuration not stated)
 : 7&1	6	-0.9	4	-10	7	5	6	-1	-5
#30 CC1CCCN(C(=O)CNC(=O)c2cccs2)C1 (configuration not stated)
 : 0	2	2.0	2	5	-8	6	-12	0	1
#31 Cc1cccc(C)c1OCC(=O)OCC(=O)Nc1ccc(Cl)cn1
 : -6	-1	-0.9	-1	-4	16	10	-1	10	5
#32 NC(=O)c1c(NC(=O)c2ccc(S(=O)(=O)N3CCOCC3)cc2)sc2c1CCCCC2
 : 9	-1	1.9	2	5	-6	9	6	3	-1
#33 Cc1c(Cc2ccccc2)sc(NC(=O)c2ccco2)c1C(N)=O
 : 5	5	-0.7	7	8	9	-17	20	-11	5
#34 CC(C)[C@H](NC(=O)CCn1nnc2ccccc2c1=O)C(=O)O
 : 8	-2	-0.2	2	7	-5	6	14	5	6
#35 COc1cccc(CN(C)C(=O)COc2cccc3c2OC(C)(C)C3)c1OC
 : -1	-2	2.8	-5	-5	12	-6	4	-1	-5
#36 O=C1N=C(N2CCOCC2)S/C1=C1\C(=O)N(Cc2ccccc2)c2ccccc21
 : -1	1	-0.9	0	15	-2	-3	-1	-5	19
#37 Cc1ccc(-c2nnc(N3CCN(C(=O)COc4ccccc4)CC3)c3ccccc23)cc1
 : -2	-3	-1.8	-2	-1	-14	-26	-13	-6	4
#38 CCN1C(=O)c2cccc3c(S(=O)(=O)Nc4ccccc4O)ccc1c23
 : 1	-5	-1.3	8	4	7	-10	-1	3	-1
#39 O=C(CCCOc1ccccc1)Nc1ccc(Cl)cn1
 : 4	3	-1.1	-4	4	7	-11	10	9	2
#40 O=C(NCc1cccc(Cl)c1)c1ccc(CS(=O)Cc2ccccc2Cl)o1 (configuration not stated)
 : 5	-3	0.9	-4	-1	-8	-6	9	-3	-2
#41 COc1ccc2[nH]c(=O)c(CN(CC3CCCO3)C(=O)Nc3ccc(F)cc3)cc2c1 (configuration not stated)
 : -3	1	1.3	3	8	4	-4	11	-2	0
#42 COc1ccccc1CNC(=O)Cn1nnc(-c2ccncc2)n1
 : -2	3	-3.1	7	4	9	-4	12	2	3
#43 COc1ccc(OCc2nc3c4cc(OC)c(OC)cc4nc(=S)n3[nH]2)cc1
 : 2	4	0.1	7	-4	3	2	8	-3	2
#44 CCOc1cc(CNCCc2ccc(S(N)(=O)=O)cc2)ccc1OCc1ccc(Cl)cc1
 : -4	0	0.1	10	-24	-14	-14	11	21	-25
#45 O=C(Nc1ccccc1Cl)c1c(F)c(F)c(F)c(F)c1F
 : -5	2	0.1	-2	3	1	0	-8	1	0
#46 O=C(/C=C/NNC(=O)c1ccc(Cl)cc1)c1ccccc1
 : -4	0	-3.0	8	1	2	24	-11	1	1
#47 COc1c([N+](=O)[O-])c(=O)n(-c2ccccc2)c2ccccc12
 : -6	-2	-2.8	2	5	3	4	-6	-1	0
#48 COCCNC(=O)C(c1ccc(O)cc1)N(Cc1ccccc1)C(=O)CCC(=O)Nc1nccs1 (configuration not stated)
 : 0	-2	-1.4	2	-1	-3	2	3	5	3
#49 CC(C)(C)NC(=O)CN(Cc1cccs1)C(=O)CNS(=O)(=O)c1ccccc1
 : -6	-1	-0.8	-3	7	-14	5	3	0	2
#50 CCOC(=O)c1c(-c2cccs2)csc1NC(=O)CC(C)C
 : 1	-1	0.4	-3	-4	1	-19	-2	1	5
#51 O=C(Nc1ccc2c(c1)OCO2)C1CC(=O)N(c2ccc(F)cc2)C1 (configuration not stated)
 : 0	-1	-0.8	2	0	11	3	-11	-2	2
#52 S=C(Nc1ccc(Br)cc1Cl)N1CCN(c2ccccn2)CC1
 : 8	0	4.5	-3	2	2	0	-2	-1	-1
#53 CC(C)NC(=O)COC(=O)/C=C/c1ccc(F)cc1
 : -4	-2	3.7	-1	6	-6	12	-6	3	0
#54 CC1CC(C)CN(C/C=C/c2ccccc2[N+](=O)[O-])C1 (configuration not stated)
 : -1	-1	1.8	1	0	16	/	-11	-2	-6
#55 Fc1ccc(/C=N/N2CCN(Cc3ccccc3)CC2)cc1
 : -2	2	-0.5	-1	-8	-1	-3	6	-7	2
#56 Cc1cc2oc(C(=O)Nc3cccnc3)c(C)c2cc1C
 : 3	2	0.2	-1	-2	17	-4	9	-2	-1
#57 CS(=O)(=O)N1CCN(c2ccccc2NC(=O)c2ccc([N+](=O)[O-])o2)CC1
 : -7	2	-0.5	2	-3	3	-3	-6	2	-8
#58 COc1c(C)cc(Br)cc1C(=O)NCc1cccnc1
 : 1	-1	-1.1	-5	3	4	3	5	0	4
#59 CCC(C)NCC(=O)Nc1ccc(S(N)(=O)=O)cc1 (configuration not stated)
 : 4	-2	-2.9	4	1	10	/	-15	2	1
#60 CC(=O)Nc1ccc(NC(=O)C/C(C)=N/NC(N)=S)cc1
 : -6	-3	-0.8	-3	4	-9	-6	8	0	3

Further records
Screens in order: Rev-erbA mod	SMARCA2 act	PG9 Ab binder	rCAG binder	NPR2 activator	ASAP1 inh	HTRA1 inh	ARFGAP1 inh	mABHD4 FP	NPR1 activator
#61 Cc1ccc(S(=O)(=O)NC(N)=NCCc2ccc(Cl)cc2)cc1C
 : -3	-2	-0.8	1	3	5	7	-2	-3	3
#62 O=C1CN(C(=O)c2ccccc2F)C(c2ccccc2)c2cc(F)ccc2N1 (configuration not stated)
 : 3	-5	3.0	-7	-4	2	-10	0	-6	-4
#63 COC(=O)[C@]12C[C@H](CC(=O)N3CCCC3)C(=O)N(Cc3ccc4c(c3)OCO4)C1=C[C@H](COCc1ccccc1)O[C@@H]2C
 : 1	-5	-1.3	1	4	-1	/	-10	7	-2
#64 Cc1nnc(SCC(=O)NC(=O)NC(C)C)s1
 : -4	-3	1.6	1	-2	3	2	1	0	1
#65 O=C(CN1C(=O)NC2(CCCCC2)C1=O)Nc1ccc(Cl)c(S(=O)(=O)N2CCOCC2)c1
 : -2	1	-1.1	3	2	2	-3	2	1	1
#66 COc1ccc(S[C@]2(C(=O)N3CCN(c4ncccn4)CC3)CC(=O)N(C(=O)/C=C/c3ccccc3)[C@@H]2c2ccc(OC)cc2)cc1
 : -3	-6	/	14	2	/	/	/	-5	-3
